Screening data deposited in PubChem BioAssay by NCI.
NCI-60 one-dose screen, 48 h, at 10 µM unless noted. Numbers give growth in % (100 = growth as untreated, 0 = no growth, -100 = all killed).
U251: U251 CNS tumor cells | hit rate 5.4% among 80,000 | AID 1794753
SF-539: SF-539 CNS cancer; hit rate 6.8% among 81,000; AID 1794752
SF-268: SF-268 CNS cancer cells. AID 1794759. hit rate 3.1% among 82,000
SF-295: SF-295 CNS cancer cells; hit rate 5.6% among 79,000; AID 1794758
PC-3: PC-3 prostate cancer cells; hit rate 3.9% among 80,000
HCC-2998: HCC-2998 colon cancer; hit rate 4.7% among 79,000; AID 1794799
SNB-19: SNB-19 CNS cancer cells | hit rate 2.5% among 81,000 | AID 1794751
SNB-75: SNB-75 CNS cancer; hit rate 5% among 79,000
* hit, by the source's call; / = not tested or not shown; & = joins results of further samples. The calls were made as follows: active = growth percent below 10; inactive = the rest.

SMILES	U251	SF-539	SF-268	SF-295	PC-3	HCC-2998	SNB-19	SNB-75
O=C1CCc2ccc(OCc3cn(CCCn4cc(COc5ccc6c(c5)NC(=O)CC6)nn4)nn3)cc2N1	105	97	120	130	105	127	106	94
Oc1ccc(-c2nn(-c3ccccc3)cc2-c2nc3ccccc3o2)cc1	104	92	101	106	94	103	96	82
O=c1[nH]c2ccc(Cl)cc2cc1CSc1ccc(Nc2nccc(-c3ccc(Cl)cc3)n2)cc1	21	46	59	105	34	67	78	101
Cc1ccc(-c2cn(-c3ccc(Cl)cc3)c(SCC(=O)c3ccc(Br)cc3)n2)cc1	63	88	72	57	52	102	77	81
Oc1ccc(O)c(-[n+]2ccccc2)c1	97	108	102	110	93	102	100	104
CN1CCN(Cc2ccc(NC(=O)c3cncc(C#Cc4cnc(N)c5ncccc45)c3)cc2Cl)CC1	-65*	83	99	101	92	106	106	105
Cc1cccc(Oc2ncccc2[N+](=O)[O-])c1C	105	110	112	115	102	106	107	96
COc1ccc(C2CC(=O)c3c(O)cc(OC4OC(COC5OC(C)C(O)C(O)C5O)C(O)C(O)C4O)cc3O2)cc1O (stereo not drawn)	104	99	112	88	/	129	110	82
CCN1CCN(C(=O)[C@]23CCC(C)(C)C[C@H]2C2=CC[C@@H]4[C@@]5(C)C/C(=C/c6ccco6)C(=O)C(C)(C)[C@@H]5CC[C@@]4(C)[C@]2(C)CC3)CC1	69	89	58	98	48	87	90	57
C=CCn1cccc1CNc1ccccc1OC	108	101	93	105	103	104	104	96
Oc1nc(NCCN2CCOCC2)sc1/C=C1\C=Nc2ncccc21	79	66	86	103	103	121	104	101
O=S(=O)(CCO)CCO	100&93	98&85	109&102	96	108&97	106&111	106&107	98&88
N#C/C(=C/NC(=S)N=Nc1c(O)[nH]c2ccccc12)C(N)=O	100	107	97	108	94	92	111	83
CON1C(=O)CC[C@]2(C)[C@H]3CC[C@@H]4C([C@@]5(C)CCC(=O)O5)CC[C@@]4(C)[C@]3(C)CC[C@H]2C1(C)C (stereo partly drawn)	/	100	97	104	87	108	97	72
CCOP(=O)(OCC)/C(C#N)=C/c1cc(OC)ccc1OC	98	93	94	101	88	96	96	91
COC(=O)c1ccc2c(c1)nc(-c1cc3ccccc3[nH]c1=O)n2-c1ccc(Cl)cc1	62	89	57	41	66	87	77	71
C[C@@H](CO)C[C@@H](C)c1cc2ccccc2o1	88	103	94	107	96	93	104	105
COc1cc(C(=O)N(c2ccc(F)cc2)C(C(=O)NCc2ccccc2)c2ccc(OC)c(OC)c2OC)cc(OC)c1OC (stereo not drawn)	90	97	97	99	89	101	94	108
CCOC(=O)C1=C(C)N=C2SC=C(c3ccccc3)N2[C@H]1c1cn(-c2ccccc2)nc1-c1ccccc1	69	83	80	76	44	88	77	65
CCOC(=O)Cc1cnn(C)c1NC(=O)c1cc(C)ccc1NC(C)=O	97	96	103	96	101	108	95	85
N#Cc1c(-c2ccccc2)nc(SCC(=O)c2ccc(Br)cc2)[nH]c1=O	99	101	106	91	105	104	114	109
CC1(c2ccccc2)OC(=O)c2ccccc21 (stereo not drawn)	101	99	95	98	97	99	97	84
CC(=O)C1=NN(c2ccccc2)C2C3N(c4ccccc4)N=C(C(C)=O)N3c3[nH]c(-c4ccccc4)cc3N12 (stereo not drawn)	105	94	103	109	101	/	101	78
CC(=O)c1sc2nc(CSc3nc(C)cs3)[nH]c(=O)c2c1C	91	97	107	102	98	121	102	99
CN(C)NC(=S)Nc1ccccc1	106	114	101	117	91	101	106	89

Brought forward from above: 6 entries, followed by the next part.
SMILES	U251	SF-539	SF-268	SF-295	PC-3	HCC-2998	SNB-19	SNB-75
CCOC(=O)Cc1cnn(C)c1NC(=O)c1cc(C)ccc1NC(C)=O	97	96	103	96	101	108	95	85
N#Cc1c(-c2ccccc2)nc(SCC(=O)c2ccc(Br)cc2)[nH]c1=O	99	101	106	91	105	104	114	109
CC1(c2ccccc2)OC(=O)c2ccccc21 (stereo not drawn)	101	99	95	98	97	99	97	84
CC(=O)C1=NN(c2ccccc2)C2C3N(c4ccccc4)N=C(C(C)=O)N3c3[nH]c(-c4ccccc4)cc3N12 (stereo not drawn)	105	94	103	109	101	/	101	78
CC(=O)c1sc2nc(CSc3nc(C)cs3)[nH]c(=O)c2c1C	91	97	107	102	98	121	102	99
CN(C)NC(=S)Nc1ccccc1	106	114	101	117	91	101	106	89
COc1ccc(C=NCCc2ccc(OC)c(OC)c2)cc1OC	103	111	107	98	96	103	104	79
COc1ccc2c(c1)O/C(=C\c1ccc([N+](=O)[O-])s1)C2=O	15	35	-9.0*	69	14	12	67	55
O=NN(CC(=O)NNc1ccccc1)CC(=O)NNc1ccccc1	79	72	60	/	59	69	96	91
N/N=C(\N)NC(=O)c1ccccc1	98	96	/	100	89	111	117	92
O=C(/C=C/Nc1ccc(I)cc1)c1ccc2c(c1)Nc1ccccc1S2	95	86	97	80	50	58	88	111
COc1cc2c(cc1-c1c(C)noc1C)ncc1nc(C3CCC(F)(F)CC3)n(C3CCC(OC(F)F)CC3)c12 (stereo not drawn)	78	62	73	68	42	52	67	15
CCOC(=O)c1c(SC)nn(-c2cc(=O)n(C)c3ccccc23)c1N	104	91	101	104	97	104	109	92
CN(C)CP(=O)(O)CCc1ccccc1	94	108	101	105	88	111	103	105
Cc1ccc(S(=O)(=O)NCC(C)C)cc1	98	99	99	100	97	97	109	95
COC(=O)/C=C/N1CCOCC1	98	/	100	104	87	108	99	103
CC(=O)OCC(=O)c1ccccc1	104	106	100	102	94	97	105	96
Cc1nc(Nc2ccccn2)sc1C(=O)/C=C/c1ccc(Br)cc1	60	85	79	73	56	103	69	40
COc1ccc(NC(=O)c2c(Nc3ccc(OC)cc3OC)nn3c(C)cc(C)nc23)c(OC)c1	103	/	97	102	100	104	92	/
COc1ccc(/C=C/C(=O)c2ccc(NC(=O)CSc3nnc(-c4ccc5nc(-c6ccccc6)[nH]c5c4)o3)cc2)cc1OC	95	100	111	108	105	108	97	113
Cc1cc(N=Nc2ccc(N=Nc3ccc(S(=O)(=O)O)cc3)cc2)cc(C(=O)O)c1O	103	102	103	114	96	101	102	84
Cc1ccc(C)c2c1SC1=NNC(N3CCOCC3)=C(C#N)C(=N)N12	95	110	110	90	81	112	119	93
c1ccc(-c2nc[nH]c2-c2ccccc2)cc1	96	96	100	160	92	/	111	106
O=C(Nc1ccc(F)cc1)Nc1ccccc1CNc1nc(Nc2ccc(OCCN3CCCC3)cc2)ncc1Cl	21	-75*	56	82	62	49	46	-16*
Cc1ccc(O)cc1Nc1nc(SCCN2CCOCC2)nc2c1cnn2CC(Cl)c1ccc(Br)cc1 (stereo not drawn)	15	11	24	-2.7*	17	1.6*	21	4.1*
Oc1ccc(-c2nc3ccccc3s2)cc1CN(Cc1ccccn1)Cc1ccccn1	8.5*	3.9*	18	14	30	5.5*	21	39
CC(=O)OC1CC2CC1C1C=CCC21 (stereo not drawn)	100&96	89&110	99&101	110&108	97&99	109&104	95&106	69&101
C(=N/NC1=NCCN1)/c1ccnc2ccccc12	/	109	103	85	91	101	100	83
COc1ccc(C2CC(c3cnccn3)=NN2c2ccccc2)cc1OC (stereo not drawn)	89	96	99	88	71	100	109	101
c1cc2c(cc1-c1cnc3nonc3n1)OCO2	94	73	83	101	57	107	93	97
CN(C)CCCN1c2ccccc2CCc2ccc(Cl)cc21	55	84	59	76	41	-13*	96	39

(further entries)
SMILES	U251	SF-539	SF-268	SF-295	PC-3	HCC-2998	SNB-19	SNB-75
O=S(=O)(Oc1ccc(-c2cn3ccoc3n2)cc1)c1ccc(Cl)c(Cl)c1	97	100	92	90	95	94	96	99
COc1ccc(-c2nc(SCCC(C)C)nc(Nc3ccc(C(=O)O)cc3)c2C#N)cc1	82	91	89	81	58	104	89	92
C[C@@H]1C=C(I)[C@@]2(CCCO)c3c(oc4ccccc34)-c3ccccc3[C@@H]12	95	102	86	97	84	110	100	98
CC(=O)c1ccc(NC(=O)CSc2nnc(-c3ccc(Cl)cc3)o2)cc1	94	94	88	93	91	95	105	81
COc1cc(CNCCO)cc(OC)c1	105	96	103	103	90	104	103	90
CCC(Oc1ccc(N)cc1)C(=O)O (stereo not drawn)	97	94	106	95	95	105	100	97
NS(=O)(=O)Oc1ccc(NC(=O)c2ccccc2)cc1	101	96	100	103	103	118	99	81
O=S(=O)(NCCNc1cc(-c2cn(-c3ccccc3)nc2-c2cccc(O)c2)ccn1)c1ccc(C(F)(F)F)cc1	36	60	50	39	23	8.2*	54	50
O=C(COc1cccc(/C=C2\Oc3ccc4ccccc4c3C2=O)c1)c1ccc(Cl)cc1	61	68	89	104	77	88	92	91
O=[N+]([O-])c1ccc2c(c1)C(=Nc1ccccc1)c1ccccc1-2	95	95	/	/	86	84	89	80
O=C1CC(c2cccc(-c3cccnc3)c2)=Nc2ccc(Br)cc2N1	27	56	44	49	31	75	63	12
Nc1nnc(Cc2ccccc2)n1N	97	97	107	96	106	103	116	87
CCC(NC(c1cc2cccc3ccc4cccc1c4c32)c1nnnn1C(C)(C)C)C1CCCCC1 (stereo not drawn)	54	63	75	64	46	90	69	76
CCCCNC(=O)NS(=O)(=O)c1ccc(N2N=C(c3ccc(C)cc3C)CC2c2ccc(OC)cc2)cc1 (stereo not drawn)	45	70	85	42	50	59	81	85
CN(C)CCN1C(=O)c2cccc3cccc(c23)C1=O	70	84	65	75	/	72	75	78
CN1CCN(Cc2ccc(NC(=O)c3cncc(C#Cc4cnc(N)c5ncccc45)c3)cc2)CC1	102	77	96	101	104	134	106	106
COc1ccc(Nc2ncnc3c2cnn3-c2cccc(F)c2)cc1	100	101	103	/	85	105	98	81
COc1ccc(NC(=S)N/N=C/c2ccnc(F)c2)cc1	99	96	100	93	77	102	95	84
CCCCN(CCCC)S(=O)(=O)c1ccc(C(=O)O)cc1	99	105	99	99	95	106	103	95
O=C(/C=C/c1ccc(F)cc1)N1CCN(C(=O)/C=C/c2ccc(C(F)(F)F)cc2)CC1	107	123	114	119	117	102	103	119
[O-][n+]1c2ccccc2nc2ccccc21	103	99	103	54	86	117	104	131
O=c1[nH]c(=O)c2nc3ccccc3nc2[nH]1	97	95	99	103	86	97	107	81
CC(C)=CCCC(C)c1ccc(C)c2c1OCN(CCCCC(=O)O)C2 (stereo not drawn)	106	92	100	102	92	102	93	92
c1ccc(-c2csc(CN3CCCCC3)n2)cc1	98	104	104	114	105	102	103	100
CC1=C[S+](c2ccccc2)c2cccc3cc4ccccc4c1c23 (stereo not drawn)	-81*	-88*	-39*	-0.6*	1.4*	-89*	-94*	-91*

One compound at a time (already shown). Values in the order: U251 | SF-539 | SF-268 | SF-295 | PC-3 | HCC-2998 | SNB-19 | SNB-75
`CCC(Oc1ccc(N)cc1)C(=O)O` (stereo not drawn) is entered as 97 | 94 | 106 | 95 | 95 | 105 | 100 | 97
`[O-][n+]1c2ccccc2nc2ccccc21` is entered as 103 | 99 | 103 | 54 | 86 | 117 | 104 | 131
`COc1ccc(-c2nc(SCCC(C)C)nc(Nc3ccc(C(=O)O)cc3)c2C#N)cc1` is entered as 82 | 91 | 89 | 81 | 58 | 104 | 89 | 92
`CC1=C[S+](c2ccccc2)c2cccc3cc4ccccc4c1c23` (stereo not drawn) is entered as -81* | -88* | -39* | -0.6* | 1.4* | -89* | -94* | -91*
`CN(C)CCN1C(=O)c2cccc3cccc(c23)C1=O` is entered as 70 | 84 | 65 | 75 | / | 72 | 75 | 78

New compounds follow.
SMILES	U251	SF-539	SF-268	SF-295	PC-3	HCC-2998	SNB-19	SNB-75
Cn1nc(NC(=O)C(F)(F)F)c2ncc(-c3ccccc3)nc21	105	97	/	107	98	115	101	89
CCCC(C)(O)CCC(C)(O)CCC (stereo not drawn)	/	93	110	/	98	108	114	87
O=C(O)CN1CCc2c(sc3ncnc(N/N=C/c4ccc(Br)cc4)c23)C1	108	97	104	103	103	112	102	94
O=c1c2cc(F)ccc2sc2c(-n3cccn3)nc3ccccc3c12	90	96	80	73	95	81	88	76
c1ccc(N2CCN(c3nc(-c4cccnc4)nc4sc5c(c34)CCCCCC5)CC2)cc1	94	104	102	/	84	85	98	108
COc1cc(-c2nn(C(=O)NS(=O)(=O)c3ccc(Cl)cc3)cc2-c2ccncc2)ccc1Cl	84	69	65	88	87	101	98	/
COc1ccc(C(=O)c2cc3c(N)c(C(=O)Nc4cccc(Cl)c4)sc3nc2C)cc1	23	-15*	45	31	28	18	42	-10*
CC(C)CCN(CCC(C)C)CC(O)c1cc2c(c3ccccc13)CCCC2 (stereo not drawn)	73	82	72	77	66	30	98	92
CC(=O)C1=C(C)NC(NNC(N)=O)=NC1c1ccccc1 (stereo not drawn)	97	97	95	101	100	107	97	85
CC(=O)Oc1ccc(C(OC(C)=O)OC(C)=O)cc1	106	100	93	99	104	97	104	106
O=S(=O)(NCCCNc1nccc(-c2c(-c3cccc(F)c3)nc3occn23)n1)c1cccc2ccccc12	50	62	37	53	18	2.8*	65	63
CCCCCCCCCCCCCCCC(=O)OC[C@H](NC(=O)C(Cl)Cl)[C@H](O)c1ccc([N+](=O)[O-])cc1	96	107	106	91	86	98	102	92
NC(=S)N/N=C(/c1ccccc1)c1ccc2nc(-c3ccc(Cl)cc3)[nH]c2c1	90	101	106	98	86	109	95	114
CCOC(=O)c1sc(Nc2nc(O)c(C3=c4cc(F)ccc4=NC3=O)s2)nc1C	105	106	104	115	102	111	97	97
N#CSCc1ccc(Cl)c(CSC#N)c1	61	15	36	71	26	52	62	25
N=c1oc2ccc(Br)cc2cc1C(=O)Nc1cc(-c2ccccc2)nn1-c1ccccc1	103	103	98	101	108	106	88	92
C=CC(=O)Nc1cccc(-c2nc(SC)nc(NCCCN(CC)CC)c2C#N)c1	/	102	85	100	98	110	96	78
